CD11b adhes inh – CD11b/CD18-fibrinogen binding inhibition; K562 CD11b/CD18 adhesion to fibrinogen, ATPlite luminescence; Mn2+ added to activate the integrin; inhibition, % at 10 µM; actives 0.54% (n = 93,000);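 active means primary inhibition of 50% or more at 10 µM, then 40% or more on retest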; further: some results filed as inactive read as strong as hits
Target sequence (P05107 whole entry, looked up, other chains not shown): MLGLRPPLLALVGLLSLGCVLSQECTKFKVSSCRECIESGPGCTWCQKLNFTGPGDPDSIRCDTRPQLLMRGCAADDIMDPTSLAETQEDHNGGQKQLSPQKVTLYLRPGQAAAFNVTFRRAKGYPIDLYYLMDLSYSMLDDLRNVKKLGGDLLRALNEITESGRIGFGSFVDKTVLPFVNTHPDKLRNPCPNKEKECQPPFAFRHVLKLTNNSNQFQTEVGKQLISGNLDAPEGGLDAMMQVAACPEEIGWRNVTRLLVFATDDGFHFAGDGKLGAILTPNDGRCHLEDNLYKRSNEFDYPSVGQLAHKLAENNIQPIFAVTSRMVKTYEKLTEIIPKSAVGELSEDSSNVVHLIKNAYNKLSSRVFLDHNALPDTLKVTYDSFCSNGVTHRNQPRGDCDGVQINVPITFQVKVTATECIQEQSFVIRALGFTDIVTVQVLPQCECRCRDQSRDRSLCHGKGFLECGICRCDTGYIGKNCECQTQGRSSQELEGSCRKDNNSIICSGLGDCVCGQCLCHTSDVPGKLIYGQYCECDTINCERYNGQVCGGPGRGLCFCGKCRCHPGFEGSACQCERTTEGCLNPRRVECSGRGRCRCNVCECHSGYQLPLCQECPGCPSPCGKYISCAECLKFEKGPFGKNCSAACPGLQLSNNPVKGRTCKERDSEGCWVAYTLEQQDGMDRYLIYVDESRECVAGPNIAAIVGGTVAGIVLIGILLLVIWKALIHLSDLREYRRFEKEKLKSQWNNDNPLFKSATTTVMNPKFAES
CD11b adhes enh – increases human CD11b/CD18 adhesion to fibrinogen; actives 0.07% (n = 93,000); AID 1499; P05107+P11215; K562 CD11b/CD18 adhesion to fibrinogen, ATPlite luminescence; activation, % at 10 µM;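 active means 10 µM primary screen giving 50% or more activity, confirmed by 40% or more on retest at that dose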; further: strong numbers were not always called active; reference of the scale not given here
The depositor's hits bear a star.

A first look:
CD11b adhes inh,CD11b adhes enh,Structure
-12.4,-5.8,CC1CN(S(=O)(=O)c2cccc(C(=O)NN3CCN(C)CC3)c2)CC(C)O1 (centres undefined)
4.6,-4.1,CC(O)C(NS(=O)(=O)c1ccc(Cl)cc1)C(=O)OCC(=O)N1CCN(c2ccccc2)CC1 (centres undefined)

The whole of this part, previewed entries included:
CD11b adhes inh,CD11b adhes enh,Structure
-12.4,-5.8,CC1CN(S(=O)(=O)c2cccc(C(=O)NN3CCN(C)CC3)c2)CC(C)O1 (centres undefined)
4.6,-4.1,CC(O)C(NS(=O)(=O)c1ccc(Cl)cc1)C(=O)OCC(=O)N1CCN(c2ccccc2)CC1 (centres undefined)
30.1,-1.6,COc1cccc(S(=O)(=O)NCc2ccc(C(=O)Nc3ccc(Cl)cc3)cc2)c1
14.7,54.8,O=C(Oc1ccc(NC2=C(Cl)C(=O)c3ccccc3C2=O)cc1)c1ccc([N+](=O)[O-])cc1
-8.1,-3.3,CN(C)S(=O)(=O)c1cc(NC(=O)COC(=O)c2ccc3c(c2)OCO3)ccc1Cl
-1.5,-1.5,COC(=O)CCCCCCCCCCN1CCCCC1
-14.5,-1.6,O=c1cc(NS(=O)(=O)c2ccccc2)nc(SCc2c(Cl)cccc2Cl)[nH]1
0.0,4.4,Cc1cccc(/C=N/c2sc3c(c2C(=O)OC(C)(C)C)CCN(C)C3)c1O

CD11b adhes inh,CD11b adhes enh,Structure
-13.1,70.2,O=C(Nc1nc2ccc3ccccc3c2s1)c1ccc(N2CCCCC2)c([N+](=O)[O-])c1
25.2,-1.0,CCOC(=O)c1sc(Nc2nc3cc4c(cc3s2)OCO4)cc1C
-6.3,1.6,CCCC(=O)Nc1ccc(Cl)c(NC(=S)NC(=O)c2ccco2)c1
2.9,-2.0,COc1ccc2c(c1)C1CC(C)(NC(=O)C1S(=O)(=O)c1ccc(F)cc1)O2 (centres undefined)
4.6,6.1,COc1ccc(C(=O)CN2CC(C)SC2=Nc2ccc(Cl)cc2)cc1 (centres undefined)
52.8,-3.9,CCOC(=O)c1ccc(C(=O)OCC)c(NC(=S)Nc2ccc([N+](=O)[O-])cc2OC)c1
74.6,-7.4,COc1ccc2nc(SCCOC(=O)Nc3ccc(Cl)cc3)nc(C)c2c1
82.2,-2.0,Clc1ccc(-c2nnc(NCc3ccccc3)c3ccccc23)cc1

CD11b adhes inh,CD11b adhes enh,Structure
1.7,128.5,O=C(N/N=C\C=C\c1ccco1)c1cc(-c2ccc3ccccc3c2)n[nH]1
-7.2,2.6,Cc1cc(C)nc(SCC(=O)Nc2ncc(C(F)(F)F)cc2Cl)n1
-5.1,2.4,Clc1ccc(/C=N/NC2=Nc3cccc4cccc2c34)cc1
9.6,-1.1,CCc1ccc(NC(=O)COC(=O)/C(=C/c2ccccc2OC)c2ccccc2)cc1
26.1,-4.8,Cc1c([N+](=O)[O-])c([N+](=O)[O-])nn1CC(=O)NCCc1ccccc1
-0.2,8.3,Cc1ccc(NC(=S)NC(=O)c2ccc(-c3ccc(Cl)cc3)o2)c(O)c1
-8.5,0.7,O=C(NNC(=O)c1cccnc1)Nc1cccc(Cl)c1Cl
17.7,-1.1,COc1ccc2c(c1)OC/C(=C/c1cccs1)C2=O

CD11b adhes inh,CD11b adhes enh,Structure
-6.3,-3.9,COC(=O)CCC(=O)NC(=S)Nc1c(C)cccc1C
1.3,-3.1,O=C(c1cccs1)N1CCC2(O)CCCCC2C1c1ccc(F)cc1 (centres undefined)
5.1,4.2,CCOC(=O)CSc1ncnc2c1c(-c1ccccc1)cn2-c1ccc(OC)cc1
-25.2,1.9,COc1ccc(C(=O)/C=C/c2cccs2)c(OC(=O)N2CCOCC2)c1
1.7,3.9,Cc1ccc(CSc2ncnc3c2cnn3-c2ccccc2)cc1
31.2,-3.7,Cc1cccc(N2C(=O)/C(=C\c3ccc(OC(F)F)cc3)c3ccccc3C2=O)c1
-4.3,8.1,CCOC(=O)c1c(NC(=O)Cn2nc(C(F)(F)F)cc2C)sc(C)c1C
10.0,1.9,Cc1ccc(C)c(NC(=S)NCCc2ccc(F)cc2)c1

CD11b adhes inh,CD11b adhes enh,Structure
-2.3,-1.4,CCN(CC)S(=O)(=O)c1ccc(NC(=O)c2cc(C(=O)OC)cc([N+](=O)[O-])c2)cc1
-6.5,-1.3,CC(=O)NS(=O)(=O)c1ccc(NC(=O)c2cc(-c3cccs3)nc3ccccc23)cc1
-0.7,1.0,Cc1ccc(NC(=O)CSc2nnc(C)c(=O)n2N)c(C)c1
-22.3,-2.9,CC1(C)C(=O)Nc2ccccc2N1C(=O)COC(=O)c1cc([N+](=O)[O-])ccc1N
-7.4,-2.8,CCOc1ccc(/C=N/OCC(=O)NCc2ccc3c(c2)OCO3)cc1OC
7.1,-1.9,Cc1ccc2cc(CN(CC3CCCO3)C(=S)Nc3ccccc3)c(=O)[nH]c2c1C (centres undefined)
17.6,8.0,CCc1cccc(C)c1NC(=O)CNCc1ccccc1
17.5,-0.1,COc1ccc(NC(=O)CCC(=O)c2cccs2)cc1S(=O)(=O)Nc1ccc(Cl)cc1

CD11b adhes inh,CD11b adhes enh,Structure
24.4,-3.7,COc1ccc(OC)c(/C=C/C(=O)OCC(=O)Nc2ccc3c(c2)OCCO3)c1
-5.1,-0.5,COc1ccc(C(=O)Nc2sc(C)c(C)c2CN2CC(C)OC(C)C2)cc1 (centres undefined)
-2.2,-0.3,Cc1ccc(SCc2cc(=O)[nH]c(/N=C(\N)Nc3ccccc3Sc3ccccc3)n2)cc1
20.6,2.4,Cc1ccc(C(c2nnnn2C2CCCCC2)N2CCc3ccccc32)cc1 (centres undefined)
17.0,-3.5,Cc1cc(N/N=C/c2ccc(O)c(C)c2O)nc(-c2ccccc2O)n1
17.3,-1.3,Cc1ccc(N2C(=O)CN(Cc3sccc3C)C2=S)cc1C
-2.9,8.6,Cc1cc(C)n(-c2ccc(C(=O)OCC(=O)NCc3ccc(Cl)cc3)cc2)n1
-3.0,5.1,C/C(CC(=O)Nc1ccc(Cl)cc1)=N\NC(=O)C(=O)NCCO

CD11b adhes inh,CD11b adhes enh,Structure
4.0,0.6,COc1ccc([N+](=O)[O-])cc1NC(=O)c1ccc(N(Cc2ccccc2C)S(C)(=O)=O)cc1
-8.7,-1.2,O=C(CSCCN1C(=O)c2ccccc2C1=O)Nc1ccc2ccccc2c1
-3.9,4.1,COC(=O)c1c(NC(NC(C)=O)C(Cl)(Cl)Cl)sc2c1CCCC2 (centres undefined)
-2.9,8.9,COc1cccc(/C=C2\SC(=O)N(CCC(=O)NNC(=O)c3ccccc3Cl)C2=O)c1
-15.1,71.9,COc1ccc(Cn2c(-c3ccccc3)nc3c(c(=O)c4ccccc4n3C)c2=O)cc1
-6.5,-0.8,O=C(Nc1ccc2cn[nH]c2c1)c1c(Cl)cccc1Cl
-23.1,0.1,Cc1ccc(C(=O)NNC(=O)Cc2cccs2)cc1
8.0,-0.4,CC1(C(=O)OCC(=O)N2c3ccccc3Sc3ccccc32)CC1(Cl)Cl (centres undefined)

CD11b adhes inh,CD11b adhes enh,Structure
13.7,4.7,Cc1ccc(Cl)cc1NC(=O)c1ccccc1OCC(=O)Nc1ccc(Cl)cc1
-9.1,16.6,O=C(NN=C1c2ccccc2-c2ccccc21)c1cccc(Br)c1
-6.5,-0.3,Cc1cc2nnc(SCC(=O)Nc3cccc(S(=O)(=O)N4CCOCC4)c3)n2c2ccccc12
5.1,10.0,COc1ccc(CNC(=O)COC(=O)[C@H](Cc2c[nH]c3ccccc23)NC(=O)c2cccs2)cc1
53.1,-0.2,COc1ccc(NC(=O)C23CC4CC(C2)CC(c2ccc(C)cc2)(C4)C3)cc1
-7.7,-6.3,O=c1c2ccccc2oc2nc(-c3ccco3)n(-c3ccccc3)c(=O)c12
1.7,4.4,S=C(NCc1ccc(Cl)cc1)Nc1ccc(Cl)cc1Cl
-0.5,1.5,O=C(CN1CCN(Cc2ccccc2Cl)CC1)N/N=C/C=C\c1ccccc1[N+](=O)[O-]

CD11b adhes inh,CD11b adhes enh,Structure
-6.7,15.8,COC(=O)c1ccc(C)c(NC(=O)CCc2cc(OC)c(OC)c(OC)c2)c1
-3.4,-2.0,COCCN(CCOC)c1nc(N)c2c(N)nc3c(c2c1C#N)CC(=O)N3Cc1ccc(Cl)cc1
-5.7,-2.1,Cc1cccc(N2CCN(C(=O)c3csc4ccccc34)CC2C)c1 (centres undefined)
-0.5,54.7,Cc1nc(NC(=S)NC(=O)COc2ccc(Cl)cc2)ccc1Br
-1.9,-1.4,O=C(Cc1coc2cc3c(cc12)CCC3)NC1CCCCCCC1
-4.6,28.8,CC1CCC2(CC1)NC(=O)N(CC(=O)Nc1ccc(N3CCOCC3)cc1)C2=O (centres undefined)
30.1,6.1,CN(/N=C/c1ccc2c(c1)OCO2)c1ccccc1
1.5,-1.0,N/C(CN1CCCC1=O)=N\OC(=O)c1ccc(Cl)c(Cl)c1

CD11b adhes inh,CD11b adhes enh,Structure
-7.3,0.1,COC(=O)/C(N=Nc1c(C)n(C)n(-c2ccccc2)c1=O)=C(\C)O
0.5,-1.1,Cc1cccc2cc(CN(C(=S)NCC(C)C)C3CCCC3)c(=O)[nH]c12
92.8,-5.6,O=C(CSc1nc2ccccc2s1)Nc1ccc(Cl)c(S(=O)(=O)N2CCOCC2)c1
0.9,-3.2,COc1ccc(/C=N/NC(=O)CNC(=O)COc2ccccc2)cc1
28.4,-1.8,CCNc1nc(OCC)nc(N2CCC(Cc3ccccc3)CC2)n1
9.1,-0.1,COc1ccc(CC(=O)N(c2ccccc2)c2nc(C)cs2)cc1
-0.8,1.6,Nc1nnc(CC(=O)N/N=C/c2ccc(-c3ccccc3)o2)s1
11.1,-0.2,O=C(/C=C/c1cccc(Br)c1)NCC1CCCCC1

CD11b adhes inh,CD11b adhes enh,Structure
7.5,6.2,COc1ccc(/C=C/c2nc(C)c(-c3ccccc3)c(=O)[nH]2)cc1OC
9.1,23.5,CCOC(=O)c1c(NC(=O)CSc2nnc3c(Cl)cc(Cl)cn23)sc2c1CCC2
-7.0,100.1,Cc1cc(C)cc(-n2c(N)c(C(=O)Nc3c(C)n(C)n(-c4ccccc4)c3=O)c3nc4ccccc4nc32)c1
6.7,-1.1,CNC(=O)/C(=C\c1cccc(Oc2ccccc2)c1)NC(=O)c1ccccc1
52.4,-1.9,CCC(C)NS(=O)(=O)c1ccc(NC(=O)C(Sc2ccccc2)c2ccccc2)cc1 (centres undefined)
-4.4,-1.6,O=C1CCCC(O)=C1N=Nc1c(Cl)cc(Cl)cc1Cl
17.0,0.6,Cc1ccc(-c2ccc(CCC(=O)O)n2NC(N)=S)cc1
4.0,2.8,CCOC(=O)c1ccc(NC(=O)CN2C(=O)CSCC2=O)cc1

Full records, looked up by structure:
Shown for `CNC(=O)/C(=C\c1cccc(Oc2ccccc2)c1)NC(=O)c1ccccc1` : CD11b adhes inh: 6.7; CD11b adhes enh: -1.1
Shown for `Cc1cc2nnc(SCC(=O)Nc3cccc(S(=O)(=O)N4CCOCC4)c3)n2c2ccccc12` : CD11b adhes inh: -6.5; CD11b adhes enh: -0.3

Ordered by the number under CD11b adhes enh (low to high): some entries from above
SMILES	CD11b adhes enh
CCOC(=O)CSc1ncnc2c1c(-c1ccccc1)cn2-c1ccc(OC)cc1	4.2
COc1ccc(C(=O)CN2CC(C)SC2=Nc2ccc(Cl)cc2)cc1 (centres undefined)	6.1
Cc1nc(NC(=S)NC(=O)COc2ccc(Cl)cc2)ccc1Br	54.7

(list continues)
CD11b adhes inh,CD11b adhes enh,Structure
-24.7,4.1,CC(C)n1c(O)c(N=NC(=O)Cn2ccc(C(F)(F)F)n2)c2ccccc21
9.8,10.4,Cc1ccc(S(=O)(=O)NCCC(=O)Nc2ccc(C)cc2C(=O)c2ccccc2)cc1
-3.3,0.7,O=C(NCCc1ccccn1)c1cc(-c2ccc(Cl)cc2)nc2ccccc12
17.4,-6.7,O=C(CSc1nc2ccccc2[nH]1)Nc1nc(-c2ccccc2)c(-c2ccccc2)o1
1.6,1.3,Cc1ccc(C(=O)NCCc2sc(C)nc2C)cc1
3.6,-2.4,Cc1ccc(S(=O)(=O)CCC(=O)NCCN2C(=O)S/C(=C/c3ccc(F)cc3)C2=O)cc1
-21.1,-0.5,O=C(CSc1ccc(Cl)cc1)Nc1cccc(-c2nnc(-c3ccco3)o2)c1
0.0,9.9,CCOc1ccc(C(=O)Nc2ccc(NC(=S)NC(=O)CC)cc2)cc1Cl

CD11b adhes inh,CD11b adhes enh,Structure
-2.9,7.3,O=C(COC(=O)c1ccccc1)Nc1cc(Cl)ccc1Oc1ccccc1
-4.3,-4.1,O=C(NCCCn1ccnc1)c1cc2ccccc2oc1=O
10.9,6.0,O=C(C(Sc1ccccc1)c1ccc(Br)cc1)N1CCOCC1 (centres undefined)
27.3,-0.6,Cc1ccc(S(=O)(=O)N(CCCO)CC(O)CON=C2c3ccccc3-c3ccccc32)cc1 (centres undefined)
-15.9,-3.1,COc1cc(-c2nc3ccccc3c(=O)n2N)cc(OC)c1OC
-2.7,-2.5,CCC(c1nnc(SCC(=O)Nc2ccc(Cl)cc2C(F)(F)F)n1C1CCCCC1)N(C)C (centres undefined)
5.9,23.9,O=C(N/N=C/CCc1ccccc1)c1ccc(CN2c3cccc4cccc(c34)S2(=O)=O)cc1
4.2,-2.4,Cc1csc(NC(=O)/C=C/c2ccc(C)o2)n1

CD11b adhes inh,CD11b adhes enh,Structure
15.8,2.3,COc1cccc(CN(C(=O)Cc2c[nH]c3ccccc23)C(C(=O)NC2CCCCC2)c2ccc(C)o2)c1 (centres undefined)
-3.9,6.2,COc1cc(OC)c(C(=O)Nc2ccccc2-c2ccccc2)cc1OC
19.8,14.8,COc1ccc(NC(=O)Nc2ccc(OC)c(OC)c2)c([N+](=O)[O-])c1
2.2,3.2,COc1ccc(CCNC(=O)c2sc3ccccc3c2Cl)cc1OC
16.8,-1.6,COc1ccccc1CNC(=S)NC1CCCC1
-11.2,7.4,COc1ccccc1C1C2=C(CC(C)(C)CC2=O)Nc2nnnn21 (centres undefined)
-13.1,-3.0,O=C(/C=C/c1ccc2c(c1)OCO2)Nc1c(C(=O)O)[nH]c2ccccc12
6.0,19.0,O=C(CN(c1ccccc1)S(=O)(=O)c1ccccc1)N/N=C/c1ccc(OC2CSC2)cc1

Source: PubChem BioAssay

An excerpt, so the mix of outcomes need not match the whole.
